hIAP inh – blocks human intestinal alkaline phosphatase. P09923. purified IAP, CDP-Star luminescence, 30 min. inhibition, % at 10 µM. 0.12% of 330,000 active;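 active = inhibition reaching a set limit with compound at 10 µM in the primary screen, cut at about 35% in these data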;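 note: plate controls were DMSO wells with enzyme for no effect and no-enzyme buffer wells for full effect; values of inactives mirror those of a sister screen read the other way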
hIAP activ – increases human intestinal alkaline phosphatase activity. activation factor at 10 µM. purified human IAP, CDP-Star luminescence, 30 min; hits give high values; 1 = vehicle-only enzyme, 0 = enzyme-free background. 0.16% of 330,000 active. P09923;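 active = activation factor of the enzyme at least 2-fold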; note: the source names both 10 and 20 µM as test concentration; values of inactives mirror those of a sister screen read the other way
tim10-1 inh – growth inhibitors of tim10-1 mutant yeast. S. cerevisiae tim10-1 ts strain growth, BacTiter-Glo, 24 h. inhibition, % at 20 µM. 2.2% of 330,000 active;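 active = inhibition of at least 40%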;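 note: mutant grown at 25 °C; 0% = DMSO wells with yeast and 100% = wells holding no yeast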
NLRP3 yeast inh – inhibitors of NALP3 inflammasome in yeast; Yeast reconstituted NLRP3/ASC/caspase-1, beta-gal luminescence, 24 h; inhibition, % at 10 µM; 0.39% of 330,000 active; AID 2825;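 active = inhibition of 50% or more; inactive = inhibition below 50%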;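 note: plate controls were induced DMSO wells for no effect and uninduced yeast grown without galactose for full effect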
mIAP activ – mouse IAP activation | muIAP, CDP-Star luminescence, 30 min; hits give high values; 1 = vehicle-only enzyme signal, 0 = enzyme-free wells | activation factor at 10 µM | 0.24% of 330,000 active;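 active = activation factor of at least 2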; note: the source names both 10 and 20 µM as test concentration; values of inactives mirror those of a sister screen read the other way
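System: Mouse IAP enzyme | Also added: CDP-Star substrate | Dosing: Compounds dispensed in DMSO | Schedule: 30 min enzyme-substrate-compound incubation at room temperature | Technique: Chemiluminescence readout | Control set: DMSO-only wells and no-enzyme negative control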
TIM10 inh – growth inhibitors of TIM10 yeast strain | 1.4% of 330,000 active | inhibition, % at 10 µM | AID 463195 | S. cerevisiae TIM10 strain growth, BacTiter-Glo luminescence, 24 h;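 active = inhibition of 40% or more at the single tested concentration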;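 note: wild-type TIM10 isogenic control strain grown at permissive 25 °C; 0% = DMSO yeast wells and 100% = minimal medium wells without yeast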
mIAP inh – blocks mouse intestinal alkaline phosphatase. purified mouse IAP, CDP-Star luminescence, 30 min. inhibition, % at 10 µM. 0.2% of 330,000 active;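 active = inhibition of at least 40% at 10 µM in the primary screen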;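 note: plate controls were DMSO with enzyme for no effect and no enzyme wells for full effect; values of inactives mirror those of a sister screen read the other way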
Apaf1 inhib – blocks human Apaf-1 apoptosome activity; inhibition, % at 20 µM; 0.71% of 330,000 active; AID 489030; reconstituted apoptosome caspase-3 activity, DEVD-Rh110 fluorescence; O14727; active = inhibition of at least 40% at 20 µM;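 note: plate controls were DMSO wells for no effect and DEVD-CHO caspase inhibitor wells for full effect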
Target sequence (O14727 whole entry, looked up): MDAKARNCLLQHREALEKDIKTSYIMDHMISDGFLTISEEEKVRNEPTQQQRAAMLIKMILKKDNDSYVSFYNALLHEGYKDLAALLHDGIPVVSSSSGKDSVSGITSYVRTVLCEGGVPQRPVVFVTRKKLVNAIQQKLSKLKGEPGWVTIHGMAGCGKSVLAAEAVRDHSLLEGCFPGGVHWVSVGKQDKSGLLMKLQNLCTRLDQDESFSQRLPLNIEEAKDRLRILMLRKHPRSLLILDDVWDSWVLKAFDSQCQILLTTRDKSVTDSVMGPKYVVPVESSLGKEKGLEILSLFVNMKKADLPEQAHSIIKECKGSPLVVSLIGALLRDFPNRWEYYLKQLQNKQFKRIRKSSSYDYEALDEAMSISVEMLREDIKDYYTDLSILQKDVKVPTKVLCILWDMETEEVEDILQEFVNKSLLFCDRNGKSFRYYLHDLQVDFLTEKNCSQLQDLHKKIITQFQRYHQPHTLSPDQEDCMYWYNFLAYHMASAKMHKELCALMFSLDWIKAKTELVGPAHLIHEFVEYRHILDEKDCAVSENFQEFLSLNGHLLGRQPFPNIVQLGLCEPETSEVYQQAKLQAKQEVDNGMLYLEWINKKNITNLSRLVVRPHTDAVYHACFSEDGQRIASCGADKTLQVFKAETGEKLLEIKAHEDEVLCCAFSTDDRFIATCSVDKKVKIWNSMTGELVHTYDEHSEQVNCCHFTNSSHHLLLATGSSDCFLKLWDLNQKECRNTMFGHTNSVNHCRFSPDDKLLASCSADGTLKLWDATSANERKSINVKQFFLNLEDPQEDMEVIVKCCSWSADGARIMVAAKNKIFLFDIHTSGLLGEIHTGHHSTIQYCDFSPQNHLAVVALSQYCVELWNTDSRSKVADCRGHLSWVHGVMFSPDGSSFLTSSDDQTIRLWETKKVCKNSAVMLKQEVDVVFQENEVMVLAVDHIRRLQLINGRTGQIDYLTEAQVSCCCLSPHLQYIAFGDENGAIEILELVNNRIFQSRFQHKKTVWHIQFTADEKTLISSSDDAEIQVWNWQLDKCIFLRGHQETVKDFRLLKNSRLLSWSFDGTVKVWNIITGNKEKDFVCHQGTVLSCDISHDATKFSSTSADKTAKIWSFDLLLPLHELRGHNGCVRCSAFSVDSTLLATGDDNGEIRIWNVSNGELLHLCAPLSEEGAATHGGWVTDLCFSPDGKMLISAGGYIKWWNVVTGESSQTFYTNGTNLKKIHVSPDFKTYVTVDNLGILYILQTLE
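detection = Rh110 fluorescence intensity | test system = biochemical Apaf-1 apoptosome reconstitution | also added = cytochrome c and DEVD-Rh110 substrate | schedule = 30 min plus 50 min, RT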
ATG4B inhibitor – inhibitors of human ATG4B cysteine protease; ATG4B cleavage of LC3-PLA2, NBD-HPC fluorescence, 1 h; inhibition, % at 8.33 µM; 0.51% of 340,000 active; in the data active = inhibition above about 40%
Starred values were filed as active, the others as inactive.

SMILES | hIAP inh | hIAP activ | tim10-1 inh | NLRP3 yeast inh | mIAP activ | TIM10 inh | mIAP inh | Apaf1 inhib | ATG4B inhibitor
Cn1c(=N)n(CC(=O)c2ccc(F)cc2)c2ccccc21 | -6 | 1.1 | 12 | 9 | 1 | 7 | -3 | 8 | -1
CCCCCc1ccc(-c2ccc(/C=C/C(=O)O)cc2)nc1 | 11 | 0.89 | -3 | 44 | 0.99 | -10 | 1 | 3 | 2
O=C(NCCCN1CCN(c2ccccc2)CC1)Nc1ccccc1C(F)(F)F | 10 | 0.9 | -28 | 16 | 1.2 | -14 | -20 | 3 | -4
CCc1cccc(C)c1NC(=O)CNCc1ccccc1 | 22 | 0.78 | 26 | 20 | 1 | 13 | -4 | -13 | -7
CCC(C(=O)NC(CC(=O)O)c1ccc(Cl)cc1)c1ccccc1 (centres undefined) | -22 | 1.2 | 12 | 13 | 1.1 | -3 | -7 | 7 | -2
Cc1cccc(C(=O)Nc2cccc(-c3ccc4nncn4n3)c2)c1 | -8 | 1.1 | 1 | 6 | 1 | 17 | -2 | -13 | 19
CC(C)CC(=O)OCC(=O)Nc1ccccc1Sc1ccccc1 | 2 | 0.98 | 0 | -2 | 0.99 | -1 | 1 | 14 | 3
COc1ccc(-c2coc3cc(O)cc(O)c3c2=O)cc1 | 10 | 0.9 | 53* | 41 | 0.91 | 23 | 9 | -3 | 5
CN1CCNC(=O)C1CC(=O)NCCc1ccccc1F (centres undefined) | -9 | 1.1 | -7 | 13 | 0.98 | -17 | 2 | -1 | 24
CCCn1c(NCc2ccc(C)o2)nc2ccccc21 | 7 | 0.93 | 14 | 25 | 1 | 10 | -5 | -8 | 4
O=C(NCCc1ccccn1)c1cccnc1Oc1ccc(Cl)cc1 | -1 | 1 | 9 | 4 | 0.94 | 9 | 6 | -2 | -15
COc1c(F)c(F)c(-c2csc(N)n2)c(F)c1F | -8 | 1.1 | 28 | -7 | 0.85 | 4 | 15 | 6 | -16
CCOc1nc(N2CCCCC2)nc(-n2cc(-c3ccccc3)nn2)n1 | -4 | 1 | -4 | 23 | 0.91 | -15 | 9 | 21 | 4
Cc1ccc(-c2nc(CS(=O)CC(=O)NCCCN3CC(C)CC(C)C3)c(C)o2)cc1 (centres undefined) | 25 | 0.75 | 7 | -1 | 0.95 | -5 | 5 | -1 | -23
COCc1nnc(NC(=O)c2ccc(S(=O)(=O)N3CCCC3)cc2)o1 | 0 | 1 | 10 | 12 | 0.94 | -6 | 6 | 9 | 8
CCn1nc(C)c([N+](=O)[O-])c1C(=O)NNC(=O)c1ccccc1Cl | -2 | 1 | -26 | -16 | 1 | -15 | -3 | -6 | -5
O=C(c1ccco1)N(Cc1cccc(F)c1)C1CCS(=O)(=O)C1 (centres undefined) | -4 | 1 | 20 | 14 | 0.89 | -4 | 11 | -11 | -1
CC(C)(C)NC(=O)C(c1cccs1)N(CC1CCCO1)C(=O)Cn1nnc(-c2cccs2)n1 (centres undefined) | 6 | 0.94 | 14 | -10 | 1.1 | 31 | -6 | -2 | -9
CCOC(=O)N1CCN(Cc2ccccc2F)CC1 | -22 | 1.2 | 2 | 13 | 1 | -3 | -1 | -2 | 1
CC1(C(=O)OCC(=O)N2c3ccccc3Sc3ccccc32)CC1(Cl)Cl (centres undefined) | -1 | 1 | 35 | 10 | 0.93 | 31 | 7 | 2 | -1
COc1nc(N/N=C/c2cc3c(cc2Br)OCO3)nc(N2CCOCC2)n1 | 9 | 0.91 | 36 | 2 | 1.1 | 21 | -7 | 7 | -9
O=C(CCNc1ccccc1)c1ccc2c(c1)OCO2 | 14 | 0.86 | 6 | 56* | 1 | -23 | -1 | 5 | -10
O=C(NCc1ccco1)C(C(=O)c1ccccc1)n1ccccc1=O (centres undefined) | 4 | 0.96 | 14 | 8 | 0.93 | 9 | 7 | -2 | -6
CCCCc1nc2sc3c(=O)[nH]cnc3c2c2c1CCCC2 | -27 | 1.3 | 26 | -8 | 0.92 | 7 | 8 | -15 | 30
Cc1ccc(S(=O)(=O)CCC(=O)OCC(=O)Nc2cc(S(=O)(=O)N3CCOCC3)ccc2C)cc1 | -5 | 1.1 | -20 | 14 | 0.93 | -5 | 7 | 0 | -6
CC(=O)N(C)c1ccc(NC(=O)c2ccco2)cc1 | 4 | 0.96 | -2 | 12 | 1 | 0 | -1 | 12 | -3
O=C(Oc1cc(=O)oc2ccccc12)c1cccnc1Cl | 15 | 0.85 | 12 | -4 | 0.89 | 9 | 11 | -2 | 0
CC(C)n1c(=O)[nH][nH]c1=S | 12 | 0.88 | 6 | 6 | 0.96 | 4 | 4 | -14 | -2
O=C(c1ccc(N2CCN(CCO)CC2)nc1)N1CCOCC1 | -6 | 1.1 | 5 | 5 | 1 | -2 | -3 | 7 | 3
O=C(O)COc1ccc2c(-c3ccccc3)cc(=O)oc2c1 | 13 | 0.87 | -5 | 2 | 1 | -3 | -1 | 1 | -6
O=[N+]([O-])c1cccc(-c2nnc3ccc4ccccc4n23)c1 | -15 | 1.2 | 10 | -1 | 1 | -2 | 0 | 0 | 36
CCN1Cc2c(/C=C/c3ccccc3)nc3ccc(OC)cc3c2N(c2cccc(Cl)c2)C1 | -4 | 1 | 31 | 9 | 1 | 24 | -3 | 17 | -3
O=C(Nc1cccnc1)c1ccc(COCC(F)(F)F)cc1 | 27 | 0.73 | 8 | 27 | 0.96 | 9 | 4 | -14 | -9
C/C(=N\NC(=O)c1ccc(Cl)cc1)c1cccnc1 | 1 | 0.99 | -2 | 12 | 1.1 | -16 | -6 | 1 | -4
CCOC(=O)C1CCCN(Cc2cc(=O)oc3cc(C)ccc23)C1 (centres undefined) | 3 | 0.97 | 26 | 19 | 1.1 | 10 | -8 | 8 | -5
Cc1cc(C(=O)NCc2cccnc2)n(-c2ccccc2)n1 | 0 | 1 | -13 | 24 | 1 | 5 | -2 | 12 | 0
CN(C)/C=C/C(=O)c1ccc(Br)s1 | -17 | 1.2 | 7 | 13 | 0.97 | -13 | 2 | 4 | -28
C=CCCC(=O)Nc1nc(C)c(-c2csc(Nc3ccc(Cl)cc3Cl)n2)s1 | 0 | 0.99 | 16 | 23 | 0.82 | -6 | 18 | -6 | 8
COc1cccc(OCc2cc(C(=O)N(C)Cc3nc4ccccc4[nH]3)no2)c1 | 18 | 0.82 | -5 | 22 | 0.99 | 3 | 1 | 13 | -3
Cc1cc(C)cc(NC(=O)Cn2nnc3ccccc3c2=O)c1 | 12 | 0.88 | -2 | 19 | 0.96 | 4 | 4 | -4 | 0
COc1ccc([C@H]2CC(=O)C=C(c3cccc4c3Oc3ccccc3S4)C2)cc1 | -2 | 1 | 0 | 18 | 0.94 | -12 | 6 | 8 | -12
COc1cc([N+](=O)[O-])ccc1NC(=O)/C=C/C(=O)O | -12 | 1.1 | -2 | 8 | 1 | 4 | -4 | -6 | -8
COc1ccc(C(NC(=O)/C=C/c2ccco2)c2ccc(OC)c(OC)c2)cc1OC | 6 | 0.94 | -3 | 23 | 0.96 | 6 | 4 | -1 | 3
CC(C)C1CC(c2csc(N)n2)CCO1 (centres undefined) | 5 | 0.95 | 9 | 20 | 0.97 | -9 | 3 | -2 | -8
O=C(NCc1ccccc1F)c1ccc(S(=O)(=O)NCc2ccco2)cc1 | 14 | 0.86 | 7 | 11 | 0.92 | -11 | 8 | -1 | -11

9 entries from above, with two lines to a compound.
Values run as follows: hIAP inh	hIAP activ	tim10-1 inh	NLRP3 yeast inh	mIAP activ	TIM10 inh	mIAP inh	Apaf1 inhib	ATG4B inhibitor
- CN(C)/C=C/C(=O)c1ccc(Br)s1
→ -17	1.2	7	13	0.97	-13	2	4	-28
- C=CCCC(=O)Nc1nc(C)c(-c2csc(Nc3ccc(Cl)cc3Cl)n2)s1
→ 0	0.99	16	23	0.82	-6	18	-6	8
- COc1cccc(OCc2cc(C(=O)N(C)Cc3nc4ccccc4[nH]3)no2)c1
→ 18	0.82	-5	22	0.99	3	1	13	-3
- Cc1cc(C)cc(NC(=O)Cn2nnc3ccccc3c2=O)c1
→ 12	0.88	-2	19	0.96	4	4	-4	0
- COc1ccc([C@H]2CC(=O)C=C(c3cccc4c3Oc3ccccc3S4)C2)cc1
→ -2	1	0	18	0.94	-12	6	8	-12
- COc1cc([N+](=O)[O-])ccc1NC(=O)/C=C/C(=O)O
→ -12	1.1	-2	8	1	4	-4	-6	-8
- COc1ccc(C(NC(=O)/C=C/c2ccco2)c2ccc(OC)c(OC)c2)cc1OC
→ 6	0.94	-3	23	0.96	6	4	-1	3
- CC(C)C1CC(c2csc(N)n2)CCO1 (centres undefined)
→ 5	0.95	9	20	0.97	-9	3	-2	-8
- O=C(NCc1ccccc1F)c1ccc(S(=O)(=O)NCc2ccco2)cc1
→ 14	0.86	7	11	0.92	-11	8	-1	-11

Later entries:
SMILES | hIAP inh | hIAP activ | tim10-1 inh | NLRP3 yeast inh | mIAP activ | TIM10 inh | mIAP inh | Apaf1 inhib | ATG4B inhibitor
Cc1cccc(NC(=S)N2CCC(O)CC2)c1C | -22 | 1.2 | -8 | 5 | 1.1 | -3 | -13 | 9 | -2
Cc1ccccc1NC(=O)CCN1CCc2ccccc2C1 | -20 | 1.2 | 6 | 3 | 1.1 | -15 | -6 | 5 | -3
N#CCSc1nnc(-c2ccccc2O)n1CCc1ccccc1 | 13 | 0.87 | 14 | -1 | 1 | 0 | 0 | 0 | -3
COc1ccc(NC(=O)c2ccc(Cl)nc2)cc1S(=O)(=O)N1CCOCC1 | 3 | 0.97 | -9 | 8 | 0.97 | 8 | 3 | -11 | 0
COc1ccccc1/C=C/C(=O)c1cc(Br)ccc1OC(=O)c1ccco1 | -18 | 1.2 | 50* | 4 | 1.1 | 42* | -6 | 33 | 3
CC(C)NC(=O)CN1CCC(O)(c2ccccc2)CC1 | 1 | 0.99 | -4 | 14 | 0.96 | -2 | 4 | -6 | -6
O=CN1CCN(C(=O)CN2C(=O)c3ccccc3C2=O)CC1 | -10 | 1.1 | 12 | -2 | 1.1 | 11 | -6 | -2 | -1
N=c1ccn(Cc2ccccc2Cl)cc1 | 6 | 0.94 | 6 | 22 | 1 | 10 | -2 | -5 | -7
CCOc1ccc(CNC(=O)CCCn2nc(CC)n3c(cc4occc43)c2=O)cc1 | -23 | 1.2 | 31 | 9 | 1.1 | 28 | -7 | 7 | -2
O=C(CSc1nnc2c(n1)[nH]c1ccc(F)cc12)NC1CC1 | 3 | 0.97 | -6 | 13 | 0.89 | 0 | 11 | -7 | 0
C=CCc1cccc(/C=N/NC(=O)C(C)Nc2ccc(C)cc2)c1O (centres undefined) | -45 | 1.4 | 21 | 14 | 0.85 | 37 | 15 | 23 | -8
Cc1nn(CC(=O)NCCc2ccccc2)c(=O)c2cc3occc3n12 | -19 | 1.2 | -16 | 7 | 1.1 | -9 | -9 | -9 | 6
COc1ccc(CCNC(=O)CCC(=O)Nc2nnc(C(C)C)s2)cc1OC | 0 | 1 | -9 | -7 | 0.9 | 0 | 10 | -8 | 13
Cc1ccc(NC(=O)c2ccc3c(c2)C(=O)N(CC2CCCO2)C3=O)cc1C (centres undefined) | -4 | 1 | -31 | 26 | 1 | 7 | -1 | 2 | -14
CSc1sc(C(=O)NCC2CC2)c2c1S(=O)(=O)N(C)c1ccccc1-2 | 12 | 0.88 | 5 | -2 | 1.1 | 7 | -8 | -12 | 2
